High-throughput results: PubChem, Fisher Drug Discovery Resource Center
mcGAS MS inh: blocks mouse cGAS cGAMP production. 130,000 tested, 0.18% active. inhibition, % at 12.5 µM. recombinant mouse cGAS, cGAMP by RapidFire MS;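 active means inhibition of cGAS enzyme activity at or above 60%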;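 further: enzyme stimulated by 45 bp dsDNA with ATP and GTP substrates; cGAMP share of summed cGAMP plus half ATP and half GTP signals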
Target sequence (Q8C6L5 whole entry, looked up): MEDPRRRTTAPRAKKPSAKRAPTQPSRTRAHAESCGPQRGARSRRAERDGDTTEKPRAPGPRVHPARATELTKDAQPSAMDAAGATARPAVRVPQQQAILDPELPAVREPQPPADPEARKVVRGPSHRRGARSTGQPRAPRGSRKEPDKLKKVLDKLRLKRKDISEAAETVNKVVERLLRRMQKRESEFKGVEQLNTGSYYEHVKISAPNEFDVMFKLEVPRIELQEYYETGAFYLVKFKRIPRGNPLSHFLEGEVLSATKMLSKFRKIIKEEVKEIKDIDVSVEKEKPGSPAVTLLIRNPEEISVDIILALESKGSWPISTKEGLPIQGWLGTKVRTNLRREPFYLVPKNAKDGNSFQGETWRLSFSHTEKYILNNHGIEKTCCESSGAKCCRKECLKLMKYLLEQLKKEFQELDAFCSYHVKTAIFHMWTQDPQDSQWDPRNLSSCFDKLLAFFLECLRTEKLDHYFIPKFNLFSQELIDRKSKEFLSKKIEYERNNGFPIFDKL
Numbers without * were called inactive; & = joins results of further samples. These rows are one share of the data; rates above refer to the full screens.

The opening seven records, ahead of the listing:
No. | SMILES | mcGAS MS inh
1 | NC(=O)C1CC(O)CN1c1ccccc1S(=O)(=O)C(F)(F)F (stereo unspecified) | -1.9
2 | Cc1csc(SCc2nc3sc4c(c3c(=O)[nH]2)CCC4)n1 | -8.2
3 | O=C(NCC(F)(F)F)c1cccc(NS(=O)(=O)c2ccccc2Br)c1 | -7.1
4 | O=C(NOC(=O)c1cc(Cl)ccc1Cl)c1cccs1 | -1.6
5 | CN(Cc1cccs1)C(=O)NC1CCCC(C(F)(F)F)C1 (stereo unspecified) | -4.4
6 | COc1coc(/C=C/C(=O)O)cc1=O | -10.4
7 | Cc1nn(C)c(C)c1CC(=O)Nc1cc(C(F)(F)F)[nH]n1 | -11.2

The listing, previewed entries included:
No. | SMILES | mcGAS MS inh
1 | NC(=O)C1CC(O)CN1c1ccccc1S(=O)(=O)C(F)(F)F (stereo unspecified) | -1.9
2 | Cc1csc(SCc2nc3sc4c(c3c(=O)[nH]2)CCC4)n1 | -8.2
3 | O=C(NCC(F)(F)F)c1cccc(NS(=O)(=O)c2ccccc2Br)c1 | -7.1
4 | O=C(NOC(=O)c1cc(Cl)ccc1Cl)c1cccs1 | -1.6
5 | CN(Cc1cccs1)C(=O)NC1CCCC(C(F)(F)F)C1 (stereo unspecified) | -4.4
6 | COc1coc(/C=C/C(=O)O)cc1=O | -10.4
7 | Cc1nn(C)c(C)c1CC(=O)Nc1cc(C(F)(F)F)[nH]n1 | -11.2
8 | COC(=O)CN1C(=O)/C(=C/c2cc(OC)ccc2OC)SC1=S | 0.2
9 | CC1(C)Cc2c(C#N)c(N3CCCC3)nc(-c3ccco3)c2CO1 | 1.9
10 | CSCc1cccc(C(=O)NC2CCSc3c(F)cccc32)c1 (stereo unspecified) | 0.6
11 | CCCCc1nc2cc(C(=O)NCc3ncc(C)[nH]3)ccc2o1 | -3.5
12 | CCOC(=O)c1nn(-c2ccccc2C)c(=O)cc1OCC(=O)Nc1ccccc1 | -3.3
13 | CC(=O)N1CCCC1c1nc2cc(-c3ccc(N(C)C)cc3)ccc2o1 (stereo unspecified) | -9.5
14 | C(=C\c1cnc2n[nH]nc2c1)/c1ccccc1 | 7.9
15 | N#Cc1c(N)c(C#N)c2[nH]c(=O)c3ccccc3n2c1=S | 39.0
16 | Cc1cc(C(=O)N2CCC2(C)C(=O)Nc2cnc3ccccc3c2)nn1C (stereo unspecified) | -5.9
17 | CN(CC(=O)N1CCOCC1)Cc1ccc(Br)c(F)c1 | -16.0
18 | O=c1c2cc3c(cc2nc2sc(Nc4ccccc4F)nn12)OCO3 | 4.0
19 | c1ccc(-c2nc(CSc3cc(N4CCOCC4)ncn3)cs2)cc1 | -4.4
20 | CC(NC(=O)c1ccc(Cn2cccn2)o1)c1ccccc1Br (stereo unspecified) | -7.1
21 | COc1ccc(OCCSc2nnc3sc4ccccc4n23)cc1 | -1.5
22 | CCOC(=O)c1cnc2cc3c(cc2c1Cl)OCO3 | -16.5
23 | CSCCC(=O)N(Cc1ccc(F)cc1)CC1CCCO1 (stereo unspecified) | 6.5
24 | Fc1ccc(NN=Cc2ccc3c(c2)OCCO3)c(F)c1 | -8.7
25 | Cc1nc(NCCNC(=O)Nc2ccccc2)cc(N2CCCC2)n1 | 1.2
26 | CCCn1nnnc1CS(=O)(=O)c1ncc(C(F)(F)F)cc1Cl | -2.6
27 | Cc1ccc(C(NC(=O)C2=COCCO2)c2cccs2)cc1 (stereo unspecified) | -9.1
28 | Cc1nn(-c2ccccc2)c(Cl)c1CN1CC[C@H](CO)[C@H](O)C1 | -25.0
29 | Cn1c(SCC(=O)c2c(N)n(C3CC3)c(=O)[nH]c2=O)nnc1C1CC1 | 6.4
30 | CC(C)COC(=O)N1CCC2(CC1)N=CC(C)(c1ccccc1)S2 (stereo unspecified) | 3.3
31 | O=C(c1ccc(=O)[nH]n1)N1CCN(Cc2nc3ccccc3n2Cc2ccccc2)CC1 | 1.4
32 | Cc1c(C(=O)NCc2ccc(C(F)(F)F)cc2)sc(=O)n1Cc1ccccc1F | 1.8
33 | O=C(C1CCCS1)N1CCN(Cc2nccn2C(F)F)CC1 (stereo unspecified) | -10.0
34 | COC(=O)c1ccccc1NC(=O)C1COc2ccccc2O1 (stereo unspecified) | -1.2
35 | Cc1nc(C(C)C)sc1C(=O)N1CCCC2(C1)C(=O)N(C)c1ccccc12 (stereo unspecified) | -30.0
36 | COc1ccc(CCN2C(=O)C(C)SC2c2ccc(C#N)cc2)cc1OC (stereo unspecified) | -1.4
37 | COc1ccc(S(=O)(=O)N2CCN(c3ccccc3C)CC2)cc1C | 7.8
38 | COCCN1CCCC2(CCN(C(=O)c3ccc(F)c(Cl)c3)C2)C1=O (stereo unspecified) | -9.1
39 | CCc1nnsc1C(=O)NCc1cccc(S(=O)(=O)NC)c1 | -6.9
40 | CN(Cc1nc(C2CC2)no1)Cc1nccn1C | 1.6
41 | CCS(=O)CCNCc1cccc(OCc2ccccn2)c1 (stereo unspecified) | -6.2
42 | Cc1ccccc1CSc1nnc(Cn2c(=O)sc3ccccc32)n1C | 4.9
43 | CSC(c1ccc(O)cc1)=[N+]1CCOCC1 | -25.1
44 | CN(Cc1cc2cc(F)ccc2[nH]1)Cc1nc(-c2ccc3c(c2)OCO3)no1 | -9.7
45 | Cc1cc(C)cc(CC(=O)N2CCC2(C)C(=O)NS(C)(=O)=O)c1 (stereo unspecified) | -7.3
46 | Cc1nc(N)c(C#N)c(CCCNC(=O)c2ccccc2)n1 | -3.6
47 | CCCC(=O)OCC(=O)NC(=O)NC(C)(C)C | -2.6
48 | Cc1c(NC(=O)CC(C)(C)C)cccc1-n1cnnn1 | -18.3
49 | CCc1nc(CC(=O)NC(C)(C)c2ccc3c(c2)OCCO3)cs1 | -13.4
50 | COc1cc(C2CN(C(=O)c3ccccc3F)CC2C(=O)N2CCCCC2)cc(OC)c1OC (stereo unspecified) | -3.9
51 | CC(C)(C)NC=CC(=O)C(F)(F)F | -25.6
52 | CC(=O)Nc1ccccc1CNC1CCS(=O)(=O)C1 (stereo unspecified) | -3.1
53 | O=C1c2ccccc2NC(c2cccc(O)c2)N1c1ccc2c(c1)OCO2 (stereo unspecified) | 2.7
54 | CC(C)NC(=O)C1CCN(C2CCN(C(=O)c3scc4c3CCCC4)CC2)CC1 | -3.5
55 | CC1CC(Sc2nnc(C(C)C)n2C2CC2)C(=O)O1 (stereo unspecified) | -15.5
56 | COc1ccc(N2CCCN(C(C)c3nnc(C)o3)CC2)cc1 (stereo unspecified) | 6.0
57 | Cc1nnc(SCCCNC(=O)C2=CC(=O)CC(C)(C)O2)s1 | -8.3
58 | COC(=O)C(C)Sc1nc2sc3c(c2c(=O)n1Cc1ccccc1)CCC3 (stereo unspecified) | 15.8
59 | Cc1ccc(-c2ccc(=O)n(CC(=O)Nc3cccc(F)c3)n2)s1 | -9.8
60 | CC(C)NC(=O)CNC(=O)c1nc(Cl)c(Cl)c(Cl)c1Cl | 7.3

Going on with the list:
No. | SMILES | mcGAS MS inh
61 | N#CCCn1c(=S)n(CCC#N)c2ccccc21 | -7.5
62 | CNC(c1ccccc1)c1ccc(F)cc1Cl (stereo unspecified) | -0.3
63 | CC(C)CCN1C(=O)CC(N2CC(C)OC(c3ccccc3)C2)C1=O (stereo unspecified) | -1.2
64 | O=C(NC1COC2(CCCCC2)C1)c1ccco1 (stereo unspecified) | -9.5
65 | CC(=O)Nc1ccc(CN(C)CC2(CO)CCOCC2)cc1 | -4.2
66 | CCOC(=O)CCn1nc(C)c([N+](=O)[O-])c1C | -33.2
67 | CC(C)(C)c1noc(OCc2ccc(C(N)=O)cc2)n1 | -1.4
68 | COc1ccccc1-c1cc(C(=O)N(C)OC)[nH]n1 | -10.9
69 | COCCn1c(N2CCN(c3ccc(OC)cc3)CC2)nc2c1c(=O)[nH]c(=O)n2C | -4.0
70 | Cn1cnc2c1c(=O)n(CCCSc1ncnc3sccc13)c(=O)n2C | 0.2
71 | COc1ccc(-c2cc(-c3ccc(OC)cc3)c(C#N)c(SCC(=O)c3ccc(C)cc3C)n2)cc1 | 0.8
72 | FC(F)(F)c1ccc(Oc2ccc(Cl)c3cccnc23)nc1 | -7.1
73 | COc1ccc(NC(=S)Nc2ccc(OC(F)F)cc2)cn1 | -5.0
74 | COc1ccc2nc(NS(=O)(=O)c3cc(Br)ccc3Br)sc2c1 | -27.9
75 | Cc1nc(C)n(CC(C)C(=O)N2CCc3[nH]nc(-c4ccccc4F)c3C2)n1 (stereo unspecified) | -15.8
76 | Cc1cc(C)c(C(N)=O)c(N2CCN(c3ccccc3)CC2)n1 | 2.2
77 | Cc1nnc(SC(C)C(=O)NCc2ccc(Cl)cc2)o1 (stereo unspecified) | -20.6
78 | O=C(O)C(Oc1ccc(F)cc1F)c1ccccc1 (stereo unspecified) | -5.4
79 | Cc1occc1C(=O)N1CCC(C2CCN(c3ncccn3)CC2)C1 (stereo unspecified) | -6.9
80 | O=S(=O)(NCc1ccccc1)Nc1ccc2cn[nH]c2c1 | 6.7
81 | COc1cc2c(cc1CN1CCCN(c3ccnc(C)c3)CC1)OCCO2 | -18.8
82 | Cc1ccc(Nc2cc(C)nc(N3CCN(C(=O)C(C)(C)C)CC3)n2)cc1 | -5.2
83 | CC(c1ccccc1Cl)N(C)Cc1cc(=O)c(O)co1 (stereo unspecified) | -2.2
84 | O=C(CN1CCN(c2ccc3c(c2)OCCO3)C1=O)NCc1ccccn1 | -3.5
85 | COC(=O)C(CC(C(=O)OC)N1C(=O)c2ccccc2C1=O)SC(C)=O (stereo unspecified) | -12.6
86 | O=C(CSc1ncnc2sccc12)N1CCN(C(=O)c2cccs2)CC1 | -5.3
87 | O=C(NCC1CCCO1)c1nc(-c2cccs2)no1 (stereo unspecified) | 11.4
88 | CNS(=O)(=O)c1cc(C(=O)N(C)C(C)Cc2ccc(Cl)cc2)ccc1F (stereo unspecified) | -2.0
89 | CC(C)N1CCC(O)N1C=O (stereo unspecified) | -7.3
90 | Cc1cnc(C(=O)NCc2ccc3c(c2)OCO3)cn1 | -4.7
91 | COCCNC(=O)C1(C)CCCN(Cc2cn(C)c3ccccc23)C1 (stereo unspecified) | -8.3
92 | COc1nn(C)cc1C(=O)NCc1cc(-c2ccc(F)cc2F)on1 | -1.8
93 | O=C1CC(c2ccccc2)CC(O)=C1C=NCCCO (stereo unspecified) | 1.1
94 | Cc1c(C(=O)OC(C)C(=O)N2CCC(C)CC2)sc2nc3n(c(=O)c12)CCC3 (stereo unspecified) | -3.3
95 | C=C(C)COc1ccccc1C(=O)N1CCc2[nH]cnc2C1c1ccccn1 (stereo unspecified) | -13.5
96 | Cc1csc(NC(=O)CCn2cc(Br)ccc2=O)n1 | 2.7
97 | Oc1ccc(C2CC(c3ccccc3O)=NN2)cc1 (stereo unspecified) | -20.9
98 | CN(C)C1CCCN(C(=O)NCCNC(=O)C2CCCCC2)C1 (stereo unspecified) | -6.8
99 | CC(C)c1nc(NC(=O)c2cn(Cc3cccs3)nn2)n[nH]1 | -5.3
100 | CC1CCN(c2nc(N)c([N+](=O)[O-])c(NCC3CCCO3)n2)CC1 (stereo unspecified) | -10.7
101 | O=c1[nH]c2ccc(Br)cc2c(-c2ccccc2)c1C1=NOC(c2ccccc2)C1 (stereo unspecified) | -1.5
102 | Cc1nnsc1CN(C)Cc1ncc[nH]1 | 4.6
103 | COC(=O)[C@@H]1C[C@@H](O)CN1Cc1cc(=O)oc2cc(C)c(C)cc12 | 1.1
104 | CCc1ccccc1NC(=O)c1cc2cc3c4c(c2oc1=N)CCCN4CCC3 | -4.6
105 | Cc1cccc(-n2c(-c3ccc(F)cc3)n[nH]c2=S)c1 | -4.8
106 | CC(C)(C)CC(=O)Nc1ccc(Oc2ccc(CC#N)cc2)nc1 | 0.9
107 | COc1ccc(-c2c3c(=O)n(-c4ccccn4)ccc3nc3nc(C)nn23)cc1 | 5.6
108 | CCCC1(C2CCN(c3nc4ccccc4cc3C)CC2)NC(=O)NC1=O (stereo unspecified) | 0.2
109 | CCc1ccc(NC(=O)c2cc(OC)c(S(N)(=O)=O)s2)cc1 | -5.8
110 | CCN1C=C(c2csc(C)n2)C(c2ccc(Cl)cc2)NC1=O (stereo unspecified) | -5.8
111 | CC(=O)N1CCc2c(nc(C)nc2NCc2nc(C)c3c(n2)CCCC3)C1 | -7.1
112 | C[C@@H]1CN(CC(=O)N2CCC3(CCN(C)C3)CC2)C[C@H](C)O1 | -29.3
113 | O=C(Nc1ccc2[nH]ncc2c1)c1ccc(Br)cc1Cl | 4.0
114 | O=[N+]([O-])c1cc(Br)cnc1NCc1ccncc1 | -20.0
115 | C/C(=C\c1ccco1)C1CC(=O)Nc2cc(O)c(C)cc21 (stereo unspecified) | 11.2
116 | C=C(C)Cn1c(SCCC)nc2c1c(=O)n(C)c(=O)n2C | -1.1
117 | Cn1c(=O)c2sccc2n2c(CCCC(=O)N3CCN(C(=O)c4ccco4)CC3)nnc12 | -12.6
118 | COc1ccc(/C=C2/N=C(c3ccc(C)c(C)c3)OC2=O)cc1OC | 18.1
119 | COCC(=O)N1CCCC(N2CCc3ccccc3C2)C1 (stereo unspecified) | -5.0
120 | O=C(NC1(c2cccc(Br)c2)CCOCC1)C1CCC1 | -12.4

By substructure, the compounds so far containing a COOH group (2)
No. | SMILES | mcGAS MS inh
6 | COc1coc(/C=C/C(=O)O)cc1=O | -10.4
78 | O=C(O)C(Oc1ccc(F)cc1F)c1ccccc1 (stereo unspecified) | -5.4

Continued.
No. | SMILES | mcGAS MS inh
121 | O=C(NC1CCCN(CCc2ccccc2)C1)c1cc2ccccc2o1 (stereo unspecified) | 1.3
122 | Clc1cccc(Nc2nc3ccccc3n3nnnc23)c1 | -8.9
123 | CC(=O)c1c(-c2ccccc2)c2cc(C)ccc2n(C)c1=O | -8.1
124 | CCOC(=O)CCCC(SC#N)C(=O)c1[nH]c(=O)[nH]c1C (stereo unspecified) | -6.7
125 | COCC(C)n1c(-c2cccs2)csc1=Nc1ccc(F)cc1 (stereo unspecified) | 21.7
126 | CC(C)C(NC(=O)C1(c2ccccc2)CC1)c1nnc2n1CCNCC2 (stereo unspecified) | -13.7
127 | C=CCn1c(SCC(=O)NCC2CCCO2)nc2sc3c(c2c1=O)CCC(C)C3 (stereo unspecified) | -2.1
128 | CCC(CO)Nc1nc(C2CC2)nc2scc(-c3ccccc3)c12 (stereo unspecified) | -2.7
129 | CCOC(=O)C1(CCCc2ccccc2)CCN(C(=O)Cc2cnc3ncnn3c2)CC1 | -10.3&-6.6
130 | Cc1cn(-c2ncccc2F)nc1N | -8.4
131 | O=C(NC1CC1)N1CCN(C(c2ccccc2)c2ccccc2)CC1 | -8.0
